# RXFP1 agonist = agonists of human relaxin receptor RXFP1; HEK293T-RXFP1 cAMP TR-FRET, 30 min; response scale: percent of porcine relaxin response, buffer zero; Potency, µM (highest dose often 57.5 µM), for inactives: at the highest dose activation, actives largely listed as activators; actives 0.3% (n = 370,000); AID 2676; active = well fitted activation curve with a large enough effect; inconclusive = small, poorly fitted or top-dose-only effect; also: potency is read from the fitted curve at half-maximal effect; % is scaled to controls: 0 for no effect and ±100 for the full control effect; nearly all actives have a fitted effect of over 60% in size; many of its hits are not listed in these tables
#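 HEK293T cells stably expressing RXFP1 were pretreated with the PDE4 inhibitor Ro 20174, exposed to compounds for 30 min at 37C, lysed, and cAMP was read by TR-FRET. Data normalized to buffer (basal) and 29 nM porcine relaxin (100%).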
# D1 potentiator = enhances dopamine response at the human D1 receptor; P21728; HEK293 TREx D1 cells, calcium flux, dopamine EC20 potentiation; potentiation, % at 10 µM; actives 0.036% (n = 360,000); AID 504651; in the data active = potentiation above about 30%; also: 0% is about no effect
# D1 ag = activates the human D1 dopamine receptor; P21728; HEK293 T-REx D1 cells, calcium flux, agonist mode; activation, % at 2 µM; actives 1% (n = 360,000); in the data active = activation above about 30%; also: 0% is about no effect
#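 Agonism was scored from calcium flux recorded over 180 s (1 read/s) after pintool compound addition, following a 10-cycle baseline. Cells were inducible force-coupled HEK293 TREx D1, plated overnight at 30 C and loaded with no-wash calcium dye.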
# TRHR PAM = allosterically enhances the human TRH receptor; actives 0.66% (n = 360,000); enhancement, % at 2 µM; TRHR cells, fluo-8 calcium fluorescence, EC20 TRH enhancement; P34981; in the data active = enhancement above about 30%; also: 0% is about no effect
# Target sequence (P34981 whole entry, looked up): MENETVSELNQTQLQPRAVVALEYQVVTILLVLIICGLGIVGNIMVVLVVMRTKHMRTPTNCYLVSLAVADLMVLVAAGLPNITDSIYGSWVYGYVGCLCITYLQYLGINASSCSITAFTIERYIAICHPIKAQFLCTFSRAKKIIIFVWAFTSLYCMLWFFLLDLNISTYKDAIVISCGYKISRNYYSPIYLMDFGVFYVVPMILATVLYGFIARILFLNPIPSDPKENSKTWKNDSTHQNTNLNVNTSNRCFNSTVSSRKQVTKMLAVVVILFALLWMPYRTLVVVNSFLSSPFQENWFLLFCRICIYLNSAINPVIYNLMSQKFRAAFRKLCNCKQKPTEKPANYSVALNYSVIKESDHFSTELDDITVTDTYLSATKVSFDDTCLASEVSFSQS
#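 Enhancer read-out: after compound pinning and an initial kinetic agonist-mode read, an EC20 of TRH (10 nM final) was injected and fluo-8 calcium signal (Ex 480/Em 530) followed at 1 s/cycle for 100 cycles in TRHR-expressing cells.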
# D1 antagonist = blocks dopamine activation of the human D1 receptor; P21728; HEK293 TREx D1 cells, calcium flux, dopamine EC80; stronger effect = lower value; activity change, negative = inhibition, % at 10 µM; actives 3.2% (n = 360,000); in the data active = activity change below about -30%; also: % is scaled to controls: 0 for no effect and ±100 for the full control effect
#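 HEK293 T-REx cells expressing inducible, force-coupled D1 receptor; no-wash Ca dye, 30–90 min RT. Cmpd → 180 s read at 1 Hz → EC80 DA → 180 s read.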
# RXFP1 antagonist = blocks the human relaxin receptor RXFP1. activity change, negative = inhibition, % at 57.5 µM. AID 1259400. HEK293-RXFP1, relaxin-stimulated cAMP HTRF, 30 min; stronger effect = lower value. actives 0.59% (n = 350,000);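 active = activity change of -60% or lower, but not beyond a set lower limit; inconclusive = change between -60% and -40%, or beyond the set limit; inactive = change above -40%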; also: % is scaled to controls: 0 for no effect and ±100 for the full control effect
# D2 ag = D2 dopamine receptor (human) agonism; P14416; HEK293 T-REx D2 cells, calcium flux agonist mode; activation, % at 2 µM; actives 0.53% (n = 340,000); AID 485358;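 active = activation over 3 SD above normal in the single-dose calcium agonist read, cut at about 30% in these data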; also: 0% is about no effect
# Target sequence (P14416 whole entry, looked up): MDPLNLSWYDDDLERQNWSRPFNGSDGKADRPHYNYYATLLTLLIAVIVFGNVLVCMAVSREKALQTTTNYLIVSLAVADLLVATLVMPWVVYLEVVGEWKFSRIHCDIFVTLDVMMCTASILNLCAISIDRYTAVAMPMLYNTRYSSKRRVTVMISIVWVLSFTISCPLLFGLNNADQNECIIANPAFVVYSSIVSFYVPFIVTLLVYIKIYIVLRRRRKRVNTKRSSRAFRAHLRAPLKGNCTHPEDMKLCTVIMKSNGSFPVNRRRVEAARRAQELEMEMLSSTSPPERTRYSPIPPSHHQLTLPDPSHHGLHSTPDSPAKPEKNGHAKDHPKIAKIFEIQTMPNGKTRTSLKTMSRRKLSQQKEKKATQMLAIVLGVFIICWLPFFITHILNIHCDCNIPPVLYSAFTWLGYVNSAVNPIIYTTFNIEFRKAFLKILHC
#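 In this primary screen, compounds producing a positive calcium signal within 180 s of addition to tetracycline-induced, force-coupled HEK293 Trex D2 cells are flagged; cells are dye-loaded with a no-wash calcium kit beforehand.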
# D2 PAM = D2 dopamine receptor (human) potentiation; P14416; HEK293 T-REx D2, calcium flux, EC20 dopamine potentiation; potentiation, % at 10 µM; actives 0.34% (n = 340,000);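 active = potentiation over 3 SD above the plate norm, cut at about 30% in these data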; also: 0% is about no effect
#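 Potentiation of an EC20 dopamine calcium response is measured in a force-coupled, tetracycline-inducible Hek293 Trex D2 line. Compound-only kinetic reads over 180 s flag agonists before dopamine addition.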
# D2 antag = antagonizes the human D2 dopamine receptor; actives 2% (n = 340,000); inhibition, % at 10 µM; P14416; AID 485344; HEK293 TREx D2 cells, calcium flux, dopamine EC80; in the data active = inhibition above about 30%; also: 0% is about no effect
#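 In this primary screen, negative modulation is detected by tracking calcium flux after an EC80 dopamine challenge in inducible HEK293 T-REx D2 cells preexposed to test compound for 180 s.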
# * hit, by the source's call; u = inconclusive; x = not tested or not shown; & = joins results of further samples.
1	CCOc1ccc(CN2CCN(CCCn3cccn3)CC2CCO)cc1 (configuration not stated)
2	O=C(/C=C/c1ccc(Cl)cc1Cl)NCc1ccncc1
3	Cc1cc(C)c(S(=O)(=O)N2CCCC2CNC(=O)c2ccc3c(c2)OCO3)c(C)c1 (configuration not stated)
4	CCOc1ccc(N(CC(=O)NCCSc2ccccn2)S(=O)(=O)c2ccc(Cl)cc2)cc1
5	Cc1c(CC(=O)NCCCC(=O)O)c(=O)oc2c(C)c3oc4c(c3cc12)CCCC4
6	Cc1cccc(-c2nc3sc(C)cc3c(=O)o2)c1
7	NS(=O)(=O)c1ccc(CCNC(=O)c2ccc(C#CC3(O)CCCCC3)cc2)cc1
8	CCC(=O)Nc1cc(-c2cn3cccnc3n2)ccc1OC
9	CC1(OCON)CCCc2ccccc21 (configuration not stated)
10	CC(CN1CCCCC1)OC(=O)c1ccc2c(c1)OCCO2 (configuration not stated)
assay / entry	1	2	3	4	5	6	7	8	9	10
RXFP1 agonist	-2.2%	-0.1%	1.0%	1.5%	6.0%	-1.6%	-4.1%	6.9%	-0.4%	3.5%
D1 potentiator	-1	4	-2	-2	3	-8	-4	3	-1	-7
D1 ag	1	1	1	12	2	2	2	0	2	4
TRHR PAM	7	-5	-2	-1	3	4	1	4	0	-4
D1 antagonist	16	-14	4	9	-6	0	-5	4	10	-1
RXFP1 antagonist	2	-15	0	-15	3	-11	u	10	x	5
D2 ag	0.0	0.6	2.3	-0.4	-0.5	0.2	7.3	0.3	0.1	0.7
D2 PAM	5	4	7	-4	5	2	-5	13	5	-21
D2 antag	-10	-8	-16	-2	-31	-28	-3	x	7	0

11	c1ccc2c(c1)OCC(c1csc3ncnc(N4CCCCC4)c13)O2 (configuration not stated)
12	O=C(CSc1nnc(CNC(=O)c2c(F)cccc2F)o1)Nc1ccc2c(c1)OCO2
13	CN(CC(=O)Nc1ccc(F)cc1)C(=O)c1ccc(N2C(=O)CCC2=O)cc1
14	O=C(c1ccc2c(=O)n(Cc3ccccc3)c(=S)[nH]c2c1)N1CCCC1
15	COc1cccc(C2Nc3ccc4ccccc4c3C3=C2C(=O)CC(C)(C)C3)c1OCC(=O)O (configuration not stated)
16	Cc1cc(C)cc(N=Cc2[nH]c3ccc(Br)c(Cl)c3c2O)c1
17	CCOC(=O)c1sc(NC(=O)c2nc3ncccn3n2)c(C(=O)OC(C)C)c1C
18	O=C(CN1CCSc2ccccc21)NCc1ccccc1F
19	CCOC(=O)c1nnsc1NC(=O)Nc1ccc(OC)cc1
20	CC(=O)Oc1ccc2c(=O)oc(-c3ccccc3C)nc2c1
assay / entry	11	12	13	14	15	16	17	18	19	20
RXFP1 agonist	2.4%	2.1%	0.4%	6.5%	2.8%	2.8%	-1.0%	1.4%	-1.3%	0.0%
D1 potentiator	-6	0	-4	-2	8	-4	-7	-2	6	3
D1 ag	1	3	2	0	1	55*	3	-1	2	0
TRHR PAM	-3	-1	-2	-1	3	1	-3	-1	-3	15
D1 antagonist	-18	-6	3	-8	0	-4	0	-2	16	-19
RXFP1 antagonist	-15	-10	-1	-8	-1	-8	0	x	3	-5
D2 ag	-0.2	-0.1	1.0	-1.4	x	34*	-0.3	-1.3	-1.0	0.1
D2 PAM	9	12	10	-8	x	-4	8	-14	7	-4
D2 antag	-5	-16	26	12	x	-4	x	x	-6	11

21	CCOc1ccc(OCC)c(NC(=O)C2CCN(c3cnccn3)CC2)c1
22	CC(C)N=C(NS(=O)(=O)NC(=O)c1ccccc1)c1ccccc1
23	O=C(C(c1ccccc1)c1ccccc1)N1CC[C@@]2(O)CCCC[C@H]2C1
24	Cc1nn(Cc2ccccc2)c2c1C(c1ccccc1)C(C#N)=C(N)O2 (configuration not stated)
25	COc1ccc(C(=O)NCCC2=CCCCC2)cc1S(=O)(=O)N1CCOCC1
26	CN(C(=O)c1nn(C)c2c1CSc1ccccc1-2)c1ccccc1Cl
27	CN(C(=O)c1ccccc1Cl)c1ccccc1
28	Nn1c(SCC(=O)Nc2ccc3c(c2)OCCO3)nncc1=O
29	NC(=O)[C@H]1CC2(CC(c3cccc(NC(=O)COc4ccc(Cl)cc4)c3)=NO2)CN1C(=O)CC(c1ccccc1)c1ccccc1 (some centres not stated)
30	O=C(N/C(=C/c1cccnc1)C(=O)N1CCCCCC1)c1cccc(Br)c1
assay / entry	21	22	23	24	25	26	27	28	29	30
RXFP1 agonist	-2.0%&3.7%	0.3%	0.5%	1.5%	-0.6%	-1.9%	0.3%	-1.2%	-0.3%	0.5%
D1 potentiator	1&1	-1	-6	-4	4	-1	-3	-6	0	-12
D1 ag	1&4	0	4	2	1	5	0	0	5	0
TRHR PAM	-4&-6	1	-3	-4	6	0	-2	4	-1	-4
D1 antagonist	0&-9	-6	-19	15	13	2	0	9	3	-39*
RXFP1 antagonist	-35&-1	-1	0	2	-16	-11	-7	-1	x	-16
D2 ag	-0.3	0.0	x	0.1	0.0	-0.1	0.0	1.2	0.0	x
D2 PAM	10&9	16	x	-6	-4	-4	1	5	-1	x
D2 antag	17	8	x	5	-15	-6	-13	-10	-4	x

31	Cc1ncoc1C(=O)N1CCCC(CCC(=O)NCc2ccccc2F)C1 (configuration not stated)
32	O=C(O)c1cc(NS(=O)(=O)c2ccc(N3CCCCC3)c([N+](=O)[O-])c2)cc(C(=O)O)c1
33	CC(C)n1cc(/C=C2/NC(=O)N(c3cccc(Cl)c3)C2=O)c2ccccc21
34	CCc1ccc(S(=O)(=O)c2cn(CC(=O)Nc3ccc(C)cc3)c3ccccc3c2=O)cc1
35	CCOC(=O)c1ccc(NC(=O)C2C3C=CC(C3)C2C(=O)O)cc1 (configuration not stated)
36	COc1ccc(-n2c(=S)[nH]c3cc(C(=O)N(C)Cc4ccccc4)ccc3c2=O)cc1
37	COCCCNC(=S)N(CCO)Cc1cc2cc3c(cc2[nH]c1=O)OCO3
38	COc1ccc(CCNC(=S)N2CCN(S(=O)(=O)c3ccccc3F)CC2)cc1
39	CCOc1ccc2[nH]c(C)c(CN(C)C)c(=O)c2c1
40	O=C1c2ccc(Oc3ccc([N+](=O)[O-])cc3)cc2C(=O)N1c1ccncc1
assay / entry	31	32	33	34	35	36	37	38	39	40
RXFP1 agonist	3.5%	0.3%	-2.4%	4.2%	2.1%	0.4%	3.6%	1.5%	-0.3%	-1.1%
D1 potentiator	-3	-2	-10	-2	-2	x	-2	-8	-9	-6
D1 ag	0	1	0	7	6	1	5	9	1	18
TRHR PAM	45*	7	-3	-12	-7	-8	-1	-8	13	-1
D1 antagonist	6	-2	-53*	41	6	-11	10	-19	-8	-28
RXFP1 antagonist	12	-3	-11	x	-10	4	-8	-13	3	-6
D2 ag	-0.1	1.4	x	1.0	-0.4	0.4	-0.4	0.8	-0.3	-0.8
D2 PAM	2	1	x	-8	-10	-4	21	-8	-16	4
D2 antag	20	-18	x	x	27	6	11	21	6	3

# Reformatted with values under each structure: entries from further up
# The line under a structure holds: RXFP1 agonist, D1 potentiator, D1 ag, TRHR PAM, D1 antagonist, RXFP1 antagonist, D2 ag, D2 PAM, D2 antag
36) COc1ccc(-n2c(=S)[nH]c3cc(C(=O)N(C)Cc4ccccc4)ccc3c2=O)cc1
  0.4%, x, 1, -8, -11, 4, 0.4, -4, 6
32) O=C(O)c1cc(NS(=O)(=O)c2ccc(N3CCCCC3)c([N+](=O)[O-])c2)cc(C(=O)O)c1
  0.3%, -2, 1, 7, -2, -3, 1.4, 1, -18
33) CC(C)n1cc(/C=C2/NC(=O)N(c3cccc(Cl)c3)C2=O)c2ccccc21
  -2.4%, -10, 0, -3, -53*, -11, x, x, x

# Other entries follow:
41	Cc1cc(NC(=O)CSCC(=O)Nc2cccc(S(=O)(=O)N3CCCCCC3)c2)no1
42	O=C1CC2(CCN(C(=O)COc3ccccc3F)CC2)Oc2ccccc21
43	CCOC(=O)c1nnn(CC(=O)Nc2cc(C)cc(C)c2)c1C(=O)OCC
44	CCn1c(CSc2nc(C)cc(C)n2)nnc1SCC(=O)Nc1ccccc1
45	Cc1cc(C)cc(NC(=S)NCc2cccnc2)c1
46	O=C(NCC(=O)N1CCC(Cc2ccccc2)CC1)c1ccc(Cl)cc1
47	CC(NC(=O)C(=O)N/N=C/c1ccccc1)c1ccccc1 (configuration not stated)
48	Cc1ccc2c(c1)N(C(=O)CCC(=O)Nc1ccccc1Cl)CC(C)O2 (configuration not stated)
49	O=C(CSc1ccsc1[N+](=O)[O-])Nc1cc(F)ccc1F
50	COc1ccc(NC(=O)/C(=C\c2ccco2)NC(=O)c2ccco2)cc1
assay / entry	41	42	43	44	45	46	47	48	49	50
RXFP1 agonist	1.0%	1.2%	0.6%	-0.2%	-0.3%	-0.1%	-1.5%	1.4%&12%	-0.6%	0.3%
D1 potentiator	-1	-2	0	-4	0	-6	-6	8&3	2	-7
D1 ag	4	0	12	2	12	4	0	0&1	6	1
TRHR PAM	-4	-6	-1	-3	7	0	-2	-1&-1	-4	17
D1 antagonist	-5	8	-19	-2	-21	2	-16	13&8	-13	5
RXFP1 antagonist	0	6	-9	27	-1	-17	4	6&-17	11	-13
D2 ag	-1.1	-0.3	0.2	-0.2	0.5	-1.6	-0.3	0.0&-1.3	-2.3	0.3
D2 PAM	-7	8	-3	5	13	8	0	-3&0	9	-4
D2 antag	-5	3	x	-2	-13	-10	-13	-16	-25	-10

51	Clc1ncc(CN2CCN(c3ccccc3)CC2)s1
52	COc1cccc(C(=O)Nc2ccc3nc(SCC(=O)N4CCc5ccccc54)sc3c2)c1
53	CCC1CCCCN1S(=O)(=O)c1ccc(C(=O)Nc2nnc(C3=COCCO3)o2)cc1 (configuration not stated)
54	O=C(NCCCN=C1NS(=O)(=O)c2ccccc21)c1ccc(F)cc1
55	Cc1ccc(C)c(Cn2nc(-c3cc(C)ccc3C)ccc2=O)c1
56	CCn1c(SCC(=O)Nc2nnc(C)s2)nnc1C(C)NC(=O)c1ccccc1 (configuration not stated)
57	Cc1cccc(C(=O)NC2CCN(CC(=O)Nc3ccccc3Cl)CC2)c1
assay / entry	51	52	53	54	55	56	57
RXFP1 agonist	1.1%	1.7%	-1.4%	3.3%	0.6%&2.5%	6.1%	0.3%
D1 potentiator	-4	-2	-4	-3	-1&-2	9	-3
D1 ag	-1	8	1	13	4&9	1	6
TRHR PAM	10	-3	-8	58*	1&25	-3	-2
D1 antagonist	x	-38*	5	-2	11&11	14	4
RXFP1 antagonist	-4	x	-12	-11	-15	-9	-10
D2 ag	75*	-1.6	-1.0	0.5	1.0&-1.0	-2.8	0.8
D2 PAM	-26	11	9	-10	-3&4	x	-8
D2 antag	84*	x	-10	7	35*	-12	-18

# Screens as filed in PubChem BioAssay.

# A portion of the library; the hit share may differ from the screen's.
